CFTR F508del cor: correctors of CFTR F508del function in bronchial epithelial cells; CFBE cells, YFP halide quenching; stimulated with forskolin plus potentiator P3; % fluorescence drop versus neutral controls; activity (quench increase), % at 7.58 µM; hit rate 0.36% among 350,000;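 active = mean added fluorescence quench of at least 8% versus neutral control, with both replicates also reaching 8%; inconclusive = only one of the mean or replicate conditions met; inactive = mean below 8% and not both replicates reaching 8%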;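 note: cells transiently co-express mutant CFTR-F508del with the halide-sensitive YFP; corrector assay measuring rescue of mutant channel to the surface after 24 h compound exposure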
FN deposit inh: fibronectin deposition inhibition | AH1F fibroblasts, Alexa488-fibronectin deposition fluorescence, overnight | inhibition, % at 12.6 µM | hit rate 0.086% among 350,000;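 active = mean inhibition across replicates of 30% or more, regardless of how many single replicates reach that level; inconclusive = mean under 30% yet at least half of replicates reach 30%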;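 note: positive control wells lacked labelled fibronectin entirely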
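Schedule: 1 h cell adhesion before compound, then overnight fibronectin incubation; test system: AH1F fibroblast monolayer depositing Alexa488-labelled fibronectin into matrix; quantity: 10000 AH1F cells per well; probe or stimulus: fluorescent fibronectin at 24 nM final; signal: fluorescence, ex 485 nm, em 525 nm; evaluation: percent inhibition as loss of matrix-bound fibronectin fluorescence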
Cneo AK release: Cryptococcus neoformans lysis via adenylate kinase release. C. neoformans lysis, adenylate kinase release luminescence, 4 h; normalised: neutral wells 0, clomiphene wells 100. lysis activity, % at 15 µM. hit rate 0.2% among 360,000. AID 651654;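 active = mean lysis activity across replicates of at least 80%, whatever share of replicates individually reach that level; inactive = mean lysis activity below 80%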
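Material – log-phase Cryptococcus neoformans yeast cells · Input – 5 × 10^6 yeast cells/mL · Medium – fresh YPD growth medium · Doses – single compound concentration per well · Timing – static 4 h at 37 °C with compound, 1 h detection · Detection – adenylate kinase release luminescence · Read-out – signal increase indicating cell lysis · Control set – Clomiphene as positive lysis control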
GSIS activator: GLuc luminescence reporter in INS-1E cells, primary screen for activators of glucose-dependent secretion of insulin; INS-1E GLuc reporter insulin secretion, 2-3 h; activation, % at 16.6 µM; hit rate 0.61% among 370,000;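 active = lowest replicate activation of at least 40%, so every replicate reaches that level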;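 note: 0% = median of neutral control wells and 100% = median of IBMX positive control wells; some compounds called inactive have numbers as strong as hits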
PglD inh: blocks C. jejuni PglD acetyltransferase activity. AID 602405. hit rate 0.098% among 360,000. purified PglD enzyme, DTNB colorimetric CoA detection. inhibition, % at 12.5 µM; in the data active = inhibition above about 16%, passing the limit was not always enough; inconclusive = no clear call, values can overlap the other calls; note: strong numbers were not always called active
miR-122 sensor: miR-122 inhibition in Huh7 cells. Huh7 miR-122 Renilla luciferase sensor, 48 h; neutral wells = 0, positive control = 100. activation (reporter increase), % at 12.5 µM. hit rate 0.3% among 340,000. AID 602342;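 active = mean replicate activation score at least 90 and every replicate individually at or above 90; inconclusive = only one of the two criteria met; inactive = neither criterion met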;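 note: higher luciferase means less miR-122 activity so hits act as miR-122 inhibitors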
PGC1a acetyl inh: lowers PGC1a acetylation signal in U2OS cells | AlphaScreen anti-acetyl-lysine; with virally co-expressed GCN5 acetyltransferase | inhibition, % at 15.6 µM | hit rate 0.17% among 350,000;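 active = every replicate shows inhibition of at least 40%; inconclusive = mean inhibition at least 40% but some replicate below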;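 note: 0% = neutral control wells and 100% = positive control wells; some results beyond the cut were filed as inactive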
C2C12 statin: suppressors of simvastatin-induced myotoxicity in C2C12 myotubes | ATP luminescence, 48 h; scaled: DMSO 0, geranylgeraniol control 100 | rescue of ATP level, % at 7.49 µM | hit rate 0.78% among 330,000 | AID 602340;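 active = mean ATP rescue above about 67%, or every replicate alone reaching that limit, limit read from the data, passing the limit was not always enough; inconclusive = no clear call, values can overlap the other calls; inactive = mean under the limit and some replicate under it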;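 note: myotubes were challenged with 10 µM simvastatin during compound exposure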
Starred values were filed as active, the others as inactive; ? = inconclusive; / = no result given; [ ] = another dose, or the depositor's remark.

SMILES,CFTR F508del cor,FN deposit inh,Cneo AK release,GSIS activator,PglD inh,miR-122 sensor,PGC1a acetyl inh,C2C12 statin
CCOc1ccc(CCNC(=O)CCCn2nc(C)c3c(C)n(-c4ccccc4)nc3c2=O)cc1,1.3,-18,-1,-2,-3,-4,-3,-28
CC(C)n1nnnc1-c1cc(Cl)cc(Cl)c1,/,18,2,4,-4,3,-7,61
C[C@@H]1CN([C@H](C)CO)C(=O)c2cc(-c3cncnc3)cnc2O[C@@H]1CN(C)C(=O)c1ccccc1F,2.5,/,2,25,-1,-3[16.7 µM],-14,-7
COC(=O)CCN(C(=O)c1ccc(N2CCCCC2)c([N+](=O)[O-])c1)c1ccccn1,2.3,-7,/,-8,/,5,20,/
CNC[C@H]1Oc2c(NS(=O)(=O)c3cccs3)cccc2C(=O)N([C@H](C)CO)C[C@H]1C,2.6,-1,4,10,2,-4[16.7 µM],1,-3
Cc1ccc(S(=O)(=O)N(CC(=O)NCc2ccccc2Cl)C(=O)N2CCN(C)CC2)cc1,-1.0,-8,/,0,/,-10,-4,-5
Cc1c(C(=O)NCc2cccs2)sc(=O)n1Cc1ccc(S(C)(=O)=O)cc1,4.0,2,0,-4,-3,/,/,8
CN(C)/N=C/c1ccc(Sc2ccccc2[N+](=O)[O-])o1,-0.4,1,/,-2,/,0,3,2
Cc1cccc(-c2nnc(SCC(=O)N3CCOCC3)o2)c1,0.0,-6,5,-6,-7,-13,-6,-5
COc1ccc(N(C(=O)c2ccc(Cl)cc2)C2=CC3CCC(C2)N3C)cc1 (stereo not drawn),/,/,0,/,4,0,-5,-12
C[C@@H]1CN([C@@H](C)CO)S(=O)(=O)c2ccc(-c3cccnc3)cc2O[C@@H]1CN(C)C(=O)C1CC1,0.3,/,/,15,/,-4[16.7 µM],-7,-17
CCO[C@H]1OC(C(=O)N2CCCC2)=C[C@@H](c2ccc(Br)cc2)[C@@H]1CCCO,-3.7,/,2,/,-2,/,1,/
Cc1ccc(COc2ccsc2C(=O)NNC(N)=S)cc1,-0.3,-4,/,-9,/,-2,-30,/
O=C(c1ccc2c3c(cccc13)CC2)C1CCCN(Cc2ccccn2)C1 (stereo not drawn),2.5,-5,5,21,-3,-1,-7,-7
Cc1c(N=Cc2ccc(O)c(Br)c2)cccc1[N+](=O)[O-],/,-2,3,-11,0,2,-3,/
O=C(CCN1C(=O)/C(=C/c2ccccc2)SC1=S)NC1CCS(=O)(=O)C1 (stereo not drawn),1.3,-5,-5,-2,-2,-1,/,-7
CCCCOC(=O)n1c(=O)oc2cc(S(=O)(=O)N3CCCCC3)ccc21,/,-2,0,-32,-4,7,-2,2
CCC1=NN2C(=N)/C(=C\c3ccc(OCc4cc(=O)n5nc(CC)sc5n4)c(OC)c3)C(=O)N=C2S1,-0.2,2,1,-3,4,-17,/,-12
Cc1noc(C)c1NC(=O)N(C)C[C@@H]1Oc2ccc(NC(=O)CCN3CCOCC3)cc2CC(=O)N([C@@H](C)CO)C[C@H]1C,-0.2,4,3,-6,1,45[16.7 µM],-4,32
COCCCNc1nc2nonc2nc1NCCSC,1.8,-18,1,12,5,/,-3,/
COCC(=O)N(C)C[C@H]1Oc2cc(C#CC(C)C)ccc2S(=O)(=O)N([C@H](C)CO)C[C@@H]1C,0.9,/,0,1,0,9[16.7 µM],-6,10
CCCC(=O)Nc1ccc2c(c1)C(=O)N(C)[C@@H]1CC[C@H](CC(=O)NCC3CC3)O[C@@H]1CO2,-0.4,-22,1,0,0,-16[16.7 µM],-6,-21
COc1ccccc1-c1cnc2c(c1)C(=O)N([C@H](C)CO)C[C@H](C)[C@@H](CN(C)CC1CCOCC1)O2,-0.9,/,-1,6,-3,-8[16.7 µM],1,-5
C[C@H](CO)N1C[C@H](C)[C@@H](CN(C)S(=O)(=O)c2ccc(F)cc2)Oc2cc(C#Cc3ccncc3)ccc2S1(=O)=O,-0.3,/,49,-36,2,-2[16.7 µM],-14,-19
CNC[C@@H]1OCCCC[C@H](C)Oc2ccc(NC(=O)C3CCCCC3)cc2C(=O)N([C@H](C)CO)C[C@@H]1C,0.0,/,/,0,/,3[16.7 µM],-7,-11
CS(=O)(=O)c1ccc(Cl)c(NC(=O)C2CCN(S(=O)(=O)c3cccs3)CC2)c1,-1.3,0,-1,9,4,0,-5,-3
O=C(c1cccc(Cl)c1)N1CCN(c2ncnc3c2cnn3-c2ccccc2)CC1,0.7,2,/,-2,/,/,0,/
CC(=O)c1c(NCCc2ccccc2)nc(=S)n(-c2ccccc2)c1C,-1.0,13,/,6,/,/,-6,/
Cc1c2cn[nH]c(=O)c2c(C)n1Cc1ccc(F)cc1,4.1,4,-2,/,3,-7,7,-13
Nc1ccc(NC(=O)c2ccco2)c(Cl)c1,-5.7,4,2,1,-3,-19,4,1
COc1ccc(C(C(=O)NC2CCCCC2)N2CCC3(CC2)OCCO3)cc1 (stereo not drawn),/,2,1,/,-2,-2,-3,-10
COc1ccccc1-c1cnc2c(c1)C(=O)N([C@H](C)CO)C[C@@H](C)[C@@H](CN(C)Cc1ccncc1)O2,2.3,-2,-1,13,-1,2[16.7 µM],6,41
COc1cccc(N2CCN(C(=O)c3ccc(CS(=O)c4ccccc4Cl)o3)CC2)c1 (stereo not drawn),0.5,-28,1,-25,1,?,-8,-23
CC1CCCC(NC(=O)CN2C(=O)NC(C)(c3ccccc3)C2=O)C1C (stereo not drawn),2.4,5,4,-1,1,-7,0,15
O=C(CSCc1ccc(Cl)cc1)NCCSCc1ccco1,-2.1,-4,/,-1,/,/,10,/
CC(=O)c1ccc2ccccc2c1OC(=O)c1ccncc1,2.8,2,-1,-23,-5,/,/,/
CCOC(=O)N1CCC(NC(=O)CSCc2nc(-c3cccc(OC)c3)oc2C)CC1,/,1,-1,/,0,-8,1,-4
N#Cc1cccc(-c2ccc3c(c2)[C@H]2[C@H](CCN2C(=O)C2CCCCC2)[C@@H](CO)N3)c1,4.0,-7,-8,-6,-3,5[16.7 µM],-11,6
Cc1ccc(NC(=O)CSc2nccn2C)cc1F,-0.9,/,3,22,5,1,/,-6
O=C(c1cccc(-c2ccco2)c1)N1CCCC(N2CCN(c3ccc(F)cc3)CC2)C1 (stereo not drawn),2.0,/,4,14,3,-2,6,13
CCOc1ccc(N2C(=O)CNC2=S)cc1,-2.7,-12,-4,-5,9,/,-3,/
Cc1ccccc1Nc1ncnc2c1cnn2-c1ccccc1,3.5,3,-2,/,5,-3,?,-52
Cc1nc2ccccc2c(=O)n1/N=C/c1ccc(C(C)C)cc1,-2.1,-1,2,-2,-1,-1,4,-18
CC(C)(C)C(=O)N1CCc2cc(-c3csc(N)n3)ccc21,/,/,-9,/,-7,-9,19,-31
O=C(CSCCO)Nc1cccc(C(F)(F)F)c1,/,/,0,/,23*,-2,-3,9
CC1CN(C(=O)c2ccc(CNS(=O)(=O)c3cccc(Cl)c3)cc2)CC(C)O1 (stereo not drawn),0.3,/,-4,-9,4,/,/,5
CCCNC(=O)c1cc(OC)c(OC)cc1[N+](=O)[O-],-0.3,/,0,3,-9,-7,/,-1
CCC(=O)N1[C@@H]2Cn3c(ccc(C4=CCCC4)c3=O)[C@H]1[C@@H](C(=O)N[C@H](C)c1ccccc1)[C@@H]2CO,-2.3,/,0,0,1,-4[16.7 µM],/,4
CC(C)(C)c1ccc(OCc2ccc(C(=O)NCc3cccnc3)o2)cc1,-0.1,5,4,-23,-2,-7,-24,-16
O=C(Nc1cc(C(F)(F)F)ccc1Cl)c1cc(C2CC2)on1,/,/,-1,/,0,5,4,1
Cc1cccc(NC(=O)NNC(=O)COc2ccc3ccccc3c2)c1,-0.7,/,-1,18,-8,/,/,8
COc1ccccc1NC(=O)N1CCCCN2[C@H](CO)[C@H](c3ccc(-c4ccccc4)cc3)[C@H]2C1,-3.9,/,8,/,2,6[16.7 µM],-26,/
Cc1cc(Nc2ccccc2)n(C(=O)c2ccc(N)cc2)n1,/,/,-3,/,/,10,-2,-15
CC1CCN(C(=O)CSc2nc(N)c(NC(=O)c3ccccc3)c(=O)[nH]2)CC1,0.4,-2,1,3,-5,0,-2,3
CC(=O)N1[C@H](CO)[C@@H](c2ccccc2)[C@H]1CN(CC(C)C)C(=O)c1ccccn1,-0.4,3,-2,5,-1,-50[16.7 µM],-5,3
CC1CCc2c(sc3nc(C4CC4)nc(N4CCN(C(=O)c5ccco5)CC4)c23)C1 (stereo not drawn),/,5,3,/,4,-1,-14,7

(more compounds)
SMILES,CFTR F508del cor,FN deposit inh,Cneo AK release,GSIS activator,PglD inh,miR-122 sensor,PGC1a acetyl inh,C2C12 statin
NC(=O)C1CCN(C(=O)c2cc(S(=O)(=O)N3CCN(c4ccccc4)CC3)ccc2Cl)CC1,-5.0,1,-2,-7,-2,4,4,11
Cc1noc(C)c1S(=O)(=O)Nc1cccc2c1O[C@H](CN(C)C(=O)Nc1ccccc1)[C@H](C)CN([C@@H](C)CO)C2=O,0.4,/,-61,-8,2,-1[16.7 µM],5,?
O=C(c1ccccc1)c1ccc(OCC(O)CNCc2ccc(F)cc2)cc1 (stereo not drawn),2.7,1,0,-21,2,/,/,5
COc1ccc(S(=O)(=O)Nc2ccc3c(c2)C(=O)N([C@@H](C)CO)C[C@H](C)[C@@H](CN(C)S(=O)(=O)c2ccc(F)cc2)OCCCC[C@H](C)O3)cc1,-0.7,/,2,-21,-4,7[16.7 µM],-1,49
N#CCC(=O)N1CCCCCC1,-0.4,3,0,2,-7,0,2,-4
CCOc1ccc(S(=O)(=O)N2CCCC(C(=O)N3CCC(C(N)=O)CC3)C2)cc1Cl (stereo not drawn),-0.1,9,0,0,-6,-1,-5,32
CC(C)(C)c1ccc(Cn2nnc3c(=O)[nH]c(C4CCN(C(=O)c5ccco5)CC4)nc32)cc1,3.9,3,4,-22,-2,-12,/,14
CCOC(=O)N1CN(C(=O)OCC)CN(C(=O)OCC)C1,4.2,2,-13,7,7,-6,-13,4
C[C@@H]1CN([C@H](C)CO)S(=O)(=O)c2ccc(-c3ccc(F)cc3)cc2O[C@@H]1CN(C)C(=O)C1CCOCC1,0.2,0,-3,13,1,-13[16.7 µM],-10,-14
COc1cccc(CN(C)CC(O)COC(c2ccccc2)c2ccccc2C)c1 (stereo not drawn),-2.1,1,/,5,/,-14,/,-14
CCOc1ccc2oc(C(=O)NNC(=O)c3csc(N4CCOCC4)n3)c(C)c2c1,0.5,12,1,-15,-1,1,-10,-2
Cc1nnc(SCC(=O)NC(=O)NC(C)(C)C)n1N,/,3,-2,/,1,-8,-1,-1

Compound activity deposited in PubChem by Broad Institute.
